GALK inh = galactokinase (human) inhibition. Purified GALK, Kinase-Glo residual ATP luminescence. Potency, µM (series often up to 57.5 µM), without a hit: at the top dose activity change, negative = inhibition, most hits filed as inhibitors. 0.007% of 270,000 active; note: potency is the fitted concentration of half-maximal effect; % is set by controls: 0 for no effect and ±100 for the full control effect
Target sequence (P51570 whole entry, looked up): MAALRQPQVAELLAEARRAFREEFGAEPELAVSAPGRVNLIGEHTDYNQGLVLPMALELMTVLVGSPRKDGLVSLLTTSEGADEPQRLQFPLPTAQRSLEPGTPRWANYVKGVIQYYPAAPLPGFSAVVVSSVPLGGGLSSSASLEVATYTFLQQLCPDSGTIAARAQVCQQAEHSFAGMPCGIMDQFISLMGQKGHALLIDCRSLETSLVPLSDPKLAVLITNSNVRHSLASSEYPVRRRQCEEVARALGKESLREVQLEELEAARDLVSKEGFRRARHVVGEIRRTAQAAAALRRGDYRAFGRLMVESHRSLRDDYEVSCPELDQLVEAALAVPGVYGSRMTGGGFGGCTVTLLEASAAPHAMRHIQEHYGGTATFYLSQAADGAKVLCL
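Kinase-Glo Plus luminescence measured ATP left after a 1 h room-temperature reaction. The reaction used 5 nM GALK, 100 uM galactose and 35 uM ATP at pH 8.0 (20 mM HEPES, 5 mM MgCl2, 60 mM NaCl, 1 mM DTT, 0.01% BSA).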
Giardia kill = kills Giardia lamblia; 0.15% of 340,000 active; activity change, % at 7.66 µM, hits read low; Giardia lamblia trophozoite viability; in the data active = activity change below about -80%; inconclusive = between about -30% and that limit;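 note: parasites exposed to compound for two days anaerobically before the ATP read; % is set by controls: 0 for no effect and ±100 for the full control effect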
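Luminescence from cellular ATP indicates surviving trophozoites (100 cells/well) following 48 hrs anaerobic compound treatment at 37 deg C; signal develops 15-30 min at room temperature.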
FBPA coupling cs = coupling enzyme interference in Giardia aldolase counter-screen. activity change, negative = inhibition, % at 58.2 µM, hits read low. coupling enzyme system counterscreen, AmpLite Red fluorescence. 0.67% of 290,000 active; in the data active = activity change below about -30%; note: % is set by controls: 0 for no effect and ±100 for the full control effect
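Counterscreen of the coupled detection system alone, without aldolase: glyceraldehyde-3-phosphate coupling enzymes plus AmpLite Red readout. Compounds at 57.5 uM final, 10 min RT preincubation, 20 min RT reaction, fluorescence 525/598 nm.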
USP2a inh = USP2a (human) protease inhibition; 0.01% of 330,000 active; Potency, µM (series often up to 38.3 µM), for inactives: at the top dose activity change, negative = inhibition, usual class: inhibitors; USP2 core, Ub-CHOP2 coupled fluorogenic reporter, 485/531; O75604;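 note: potency is the fitted concentration of half-maximal effect; plate controls were DMSO wells for no effect and full inhibition by NEM control for full effect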
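Cell-free coupled assay: 10nM USP2 core preincubated 30min RT with compound in Tris-HCl pH 8.0/CaCl2/CHAPS buffer, then 25nM Ub-CHOP2 and 25nM reporter substrate; fluorescence (Ex 485/Em 531) read after 60min RT, normalized to NEM inhibition, concentration-response curves fitted.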
Menin MLL FP TR = displaces Texas Red mutant MLL peptide from human menin. Menin + Texas Red MLL mutant peptide, fluorescence polarization. Potency, µM (doses to about 61.6 µM), inactives show at the top dose FP activity change, negative = inhibition, most hits filed as inhibitors. 0.23% of 270,000 active. AID 1768; active = well fitted inhibition curve with a large enough effect in the polarisation, with a control signal flat, not every such curve was filed as active; inconclusive = small, poorly fitted or top-dose-only effect, or effect the other way, or a change in a side signal; inactive = no such curve, though single readings can be large or run the other way; the % refers to the polarisation; note: potency is the fitted concentration of half-maximal effect; % of control where 0% means no effect; many of its hits are not listed in these tables
Target sequence (O00255 whole entry, looked up): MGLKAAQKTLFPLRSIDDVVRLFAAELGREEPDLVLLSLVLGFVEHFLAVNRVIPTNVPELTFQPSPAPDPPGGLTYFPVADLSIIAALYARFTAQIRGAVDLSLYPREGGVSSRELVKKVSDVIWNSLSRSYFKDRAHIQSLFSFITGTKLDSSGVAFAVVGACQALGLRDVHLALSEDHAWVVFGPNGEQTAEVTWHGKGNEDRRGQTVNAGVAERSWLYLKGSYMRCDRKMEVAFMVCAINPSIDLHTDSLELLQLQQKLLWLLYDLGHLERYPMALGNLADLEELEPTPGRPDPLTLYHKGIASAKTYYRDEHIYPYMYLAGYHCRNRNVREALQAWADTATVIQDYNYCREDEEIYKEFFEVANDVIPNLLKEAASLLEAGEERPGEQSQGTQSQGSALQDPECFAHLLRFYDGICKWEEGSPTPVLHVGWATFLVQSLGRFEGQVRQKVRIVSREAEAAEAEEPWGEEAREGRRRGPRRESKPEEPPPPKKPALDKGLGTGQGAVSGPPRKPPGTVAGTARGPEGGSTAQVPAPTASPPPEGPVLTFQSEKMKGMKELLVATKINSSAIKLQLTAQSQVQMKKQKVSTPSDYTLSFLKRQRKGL
TRPV1 agonist = human TRPV1 agonism; Q8NER1; TRPV1-expressing cells, Fluo-8 calcium influx, agonist mode; activation, % at 8.33 µM; 0.19% of 320,000 active; AID 540275; in the data active = activation above about 80%; inconclusive = between about 30% and that limit; note: 0% is about no effect
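Cells expressing TRPV1 were dye-loaded with Fluo-8 and read kinetically: 10 s baseline, 3 min after compound (agonist portion), then 2 min after EC20 capsaicin (allosteric enhancer portion). Calcium-bound dye fluorescence at 480/520 nm.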
KCNH2 3.1 block = blocks the human KCNH2 3.1 channel isoform; U2OS KCNH2 3.1, thallium flux FluxOr; hits give low values; activity change, % (tested at about 1.8 µM); 0.95% of 340,000 active; AID 720553;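 active = maximum activity change below -70%; inconclusive = maximum activity change from -70% to -50%; inactive = maximum activity change above -50%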;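 note: thallium influx rate constant from kinetic fluorescence after stimulation buffer; % is set by controls: 0 for no effect and ±100 for the full control effect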
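Thallium flux read-out: FluxOr dye with Red40 quencher in HBSS/HEPES, 45 min at RT. Rate constants from kinetic reads were normalized to positive and negative DMSO controls. Cells: U2OS virally expressing the 3.1 isoform.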
PKM2 act = increases activity of human pyruvate kinase M2; AID 1631; purified PKM2, Kinase-Glo ATP luminescence, activation; response scale: 0% is enzyme alone, no compound; Potency, µM (highest dose often 57.5 µM), without a hit: top-dose activation, actives largely listed as activators; P14618; 0.34% of 260,000 active; note: potency is the fitted concentration of half-maximal effect; % is set by controls: 0 for no effect and ±100 for the full control effect; nearly all actives have a fitted effect of over 55% in size
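ATP formation by purified human PK-M2, quantified via coupled luciferase luminescence after 1 h at room temperature with 0.1 mM ADP and 0.5 mM PEP final.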
hERG WT inh = KCNH2 (human, wildtype) channel inhibition | Q12809 | U2OS, BacMam KCNH2, thallium flux FluxOr; hits give low values | activity change, % at 1.84 µM | 0.37% of 340,000 active;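 active = maximum activity change below -70%; inconclusive = maximum activity change between -70% and -50%; inactive = maximum activity change above -50%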; note: % is set by controls: 0 for no effect and ±100 for the full control effect
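U2OS cells were transduced with wild-type KCNH2 virus (2.03 x 10^8 / mL) for 4 h at room temperature, then cultured overnight at 37 C. Thallium flux was read with FluxOr dye. Rate constants were normalized to DMSO controls.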
CXXC DNA block = MLL CXXC-DNA interaction inhibition; Q03164; MLL-CXXC / FITC-HOXA9 DNA fluorescence polarization; Potency, µM (highest dose often 115 µM), without a hit: top-dose activity change, negative = inhibition, usual class: inhibitors; 0.037% of 290,000 active; active = well fitted inhibition curve with a large enough effect in the polarisation, with a control signal flat, not every such curve was filed as active; inconclusive = small, poorly fitted or top-dose-only effect, or effect the other way, or a change in a side signal; inactive = no such curve, though single readings can be large or run the other way; the % refers to the polarisation; note: potency is the fitted concentration of half-maximal effect
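Purified MLL-CXXC (added from a 7 uM solution) was preincubated 5 min at ambient with pinned compounds in 50 mM Tris-HCl pH 7.5, 50 mM NaCl, 1 mM DTT, 0.05% BSA. Fluorescein-labeled HOX-A9 DNA (50 nM solution) followed, 30 min, then polarization read.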
B2AR arrestin = recruits beta-arrestin to the human beta2-adrenergic receptor; 0.02% of 330,000 active; beta-arrestin recruitment to beta2AR, cell-based reporter; Potency, µM (titrated, usually from 46.1 µM), for the others: at the top dose activation, usual class: activators; P07550;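 note: potency is the fitted concentration of half-maximal effect; 0% = DMSO controls and full agonism = EC100 isoproterenol or metaproterenol; nearly all actives have a fitted effect of over 65% in size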
Starred values were filed as active, the others as inactive; i = inactive; u = inconclusive; x = no result given; [ ] = dose if it differs, or a comment. Unless noted, calls come from the whole dose curve; as a rule, active = well fitted curve in the direction sought with a large enough effect; inconclusive = small, poorly fitted or top-dose-only effect, or another doubt; inactive = no such curve, though single readings can be large; an effect the other way counts as inactive or inconclusive.

mol | GALK inh | Giardia kill | FBPA coupling cs | USP2a inh | Menin MLL FP TR | TRPV1 agonist | KCNH2 3.1 block | PKM2 act | hERG WT inh | CXXC DNA block | B2AR arrestin
COc1ccc(-c2nn(-c3ccccc3)cc2C(=O)N(C)CC(=O)Nc2cccc(F)c2)cc1 | x | 9 | x | 3% | x | 24 | -1 | x | 11 | x | -0.4%
Cc1ccc(N2CCN(S(=O)(=O)c3nnc(NC(=O)c4ccco4)s3)CC2)cc1 | x | -3 | 9 | 0% | u | -3 | -6 | 0% | 2 | x | 0.3%
O=C(COc1ccc2c3c(c(=O)oc2c1)CCCC3)NC(Cc1ccc(Cl)cc1)C(=O)O (stereo not given) | x | 14 | 11 | 0% | 6% | 4 | -7 | -1% | -9 | 6% | -0.7%
COc1ccc(NC(=O)c2cc(C)no2)cc1OC | 0% | 3 | 2 | -2% | u | 1 | -14 | x | -2 | 2% | 0.0%
COc1ccc(-c2cc(C(=O)N3CCN(c4ccccc4)CC3)c3ccccc3n2)cc1OC | -4% | u | 0 | -9% | x | 2 | -6 | 0% | 5 | 7% | 0.1%
O=C(NCCN1CCOCC1)c1cnn2c1NC(c1cccs1)CC2C(F)(F)F (stereo not given) | 1% | u | 1 | 1% | -14% | 3 | 6 | -2% | -2 | -5% | 0.3%
Cc1cc(NC(=O)CCSc2ccccc2)ccc1Br | 0% | -9 | 2 | 0% | 32%[activator] | 26 | 20 | 2% | 0 | 16% | -0.3%
COc1ccc(OC)c(-n2c(=S)[nH]c3cc(C(=O)N(C)Cc4ccccc4)ccc3c2=O)c1 | -1% | 4 | -2 | 1% | -4% | 2 | -14 | -1% | -4 | 19% | 3.2%
Cc1ccc(N2CCN(C(=S)c3ccc(N(C)C)cc3)CC2)cc1 | 1% | 8 | 0 | 4% | 6% | -1 | -25 | 4% | -7 | 11% | -0.6%
COc1ccc(C(=O)NCCNc2ccccc2[N+](=O)[O-])cc1 | 0% | u | 1 | 9% | 13% | 2 | 10 | -2% | -2 | 37%[activator] | -0.2%
Cc1ccc(/C=N/N(Cc2ccccc2)c2ccccc2)o1 | 13% | -3 | -1 | -2% | 22% | 14 | 15 | u | 3 | -2% | -0.2%
COc1c(S(=O)(=O)NCCCn2ccnc2)ccc(Cl)c1Cl | -5% | -8 | 1 | 1% | 13% | 0 | -3 | 5% | 10 | 0% | -0.4%
O=C(NCCN1CCN(c2ccccc2F)CC1)C1CCCN(S(=O)(=O)c2cnc[nH]2)C1 (stereo not given) | -2% | u | 2 | 0% | -8% | 0 | 1 | 0% | 2 | -7% | 0.2%
COc1ccccc1Nc1nc2ccccc2n1C | 2% | -2 | 4 | 3% | 7% | 0 | 2 | -14% | -1 | -2% | 0.0%
O=C(COC(=O)c1c[nH]c(=O)[nH]c1=O)Nc1ccccc1F | 0% | -15 | 2 | 2% | -5% | -1 | -6 | 3% | -2 | 10% | -0.2%
N#C/C(=C\c1c(N2CCC(C(N)=O)CC2)nc2ccccn2c1=O)C(=O)NC1CCCCC1 | 2% | 7 | x | -1% | x | 2 | 17 | x | 1 | 7% | 0.0%
O=C(CN1CCC(NC(=O)Nc2ccccc2)CC1)Nc1ccccc1F | 11% | -11 | 5 | 0% | 3% | u | -8 | 0% | 5 | 15% | -0.8%
C[C@@]12C(=O)Nc3ccc(F)cc3C(=O)N1[C@H]1c3ccccc3OC[C@@H]1[C@@H]2c1ccccc1 | x | -16 | x | 4% | x | x | -49 | x | 2 | x | 3.7%
Cn1nnnc1Sc1c(Cl)cccc1[N+](=O)[O-] | 2% | -18 | -3 | -2% | -5% | -1 | 22 | 0% | -10 | 2% | -2.5%
O=C1CCCC(=NNC(=O)c2cc3ccccc3cc2O)C1 | x | 6 | x | 3% | x | x | -2 | x | 1 | x | 0.3%
COc1ccc(CCNC(=O)CN(C)S(=O)(=O)c2ccc(Br)s2)cc1OC | x | -4 | 8 | 3% | 1% | 5 | -5 | -1% | -1 | -3% | -1.4%
CN(C)CCCNC(=O)c1cc(C(=O)c2c(Cl)cccc2Cl)c[nH]1 | 1% | 14 | -1 | 3% | 13% | 0 | 6 | x | 2 | 14% | 0.9%
COc1ccc(S(=O)(=O)N2CCC(C(=O)NC(c3nc4ccccc4[nH]3)C(C)C)CC2)cc1 (stereo not given) | x | -4 | x | u | x | 3 | -3 | x | 9 | x | -0.7%
COc1ccccc1C(=O)Nc1ccc2c(c1)CCCN2C(=O)c1ccccc1 | 20% | -10 | 1 | 1% | -17% | 10 | -25 | -17% | 12 | 14% | -0.8%
Cc1ccc2cc(CN(Cc3ccco3)C(=O)NCc3ccccc3)c(=O)[nH]c2c1C | -2% | -4 | 0 | 1% | -27% | -1 | -3 | -3% | 11 | 3% | 0.1%
Cc1nnc(SCCN2C(=O)c3ccccc3C2=O)[nH]c1=O | 0% | -19 | -1 | -1% | 20% | 2 | x | -1% | 4 | 5% | 0.3%
NS(=O)(=O)c1ccc(CCNC(=O)C2(S(=O)(=O)c3ccc(Cl)cc3)CC2)cc1 | 0% | -16 | 1 | 3% | 5% | 2 | -7 | x | 11 | -1% | 0.3%
CCn1nc(C)cc1C(=O)Sc1cccc(Br)c1 | 0% | -2 | 0 | 2% | x | x | 15 | 3% | 9 | -3% | -0.4%
O=C(Cc1cccs1)N(CC1CCCO1)C1(C(=O)NC2CCCC2)CCCCC1 (stereo not given) | 0% | 0 | 1 | 0% | -15% | 12 | -6 | -7% | 4 | 5% | -1.0%
Cc1cc(N(C)/N=C/c2ccccc2O)nc(-c2ccccc2O)n1 | -1% | 1 | 2 | 1% | 13% | 2 | -5 | 5% | i | 11% | 0.4%

Looked up above:
For Menin MLL FP TR, `COc1ccc(CCNC(=O)CN(C)S(=O)(=O)c2ccc(Br)s2)cc1OC` is listed with 1%
For Menin MLL FP TR, `COc1ccccc1C(=O)Nc1ccc2c(c1)CCCN2C(=O)c1ccccc1` is listed with -17%

Remaining list, next part.
mol | GALK inh | Giardia kill | FBPA coupling cs | USP2a inh | Menin MLL FP TR | TRPV1 agonist | KCNH2 3.1 block | PKM2 act | hERG WT inh | CXXC DNA block | B2AR arrestin
COc1ccc(NC(=O)CSc2ccc3ccccc3c2)cc1S(=O)(=O)N1CCCCC1 | 2% | 11 | -1 | -4% | -2% | -4 | -14 | 0% | 12 | -6% | 0.5%
CC(C)c1ccc(-c2csc3nc[nH]c(=O)c23)cc1 | 4% | u | 9 | 1% | 1% | 17 | 39 | -3% | -6 | -4% | 3.0%
Cn1ccnc1SCC(=O)c1ccc([N+](=O)[O-])cc1 | 2% | -27 | -1 | 2% | u | -6 | -21 | 6% | -2 | -3% | -0.2%
Cc1cc(C(F)F)n2nc(C(=O)O)nc2n1 | -1% | 11 | 0 | 2% | 38%[activator] | 1 | 23 | 0% | 23 | 13% | -0.7%
CN(C)CCOCCOc1ccc(Cl)cc1C(C)(C)C | -2% | -6 | -5 | -9% | -28% | 10 | 9 | 0% | -38 | -4% | -1.1%
CCn1c(CNc2ccc(F)cc2)nnc1SCC#N | 6% | 15 | -3 | -1% | 0% | -1 | 20 | -14% | 3 | -5% | 0.5%
CCSc1nnc(NC(=O)COc2ccc(Cl)cc2)s1 | 7% | 1 | -1 | 0% | -8% | -3 | -6 | -3% | 0 | -2% | -0.2%
Cc1cc(C)cc(OCC(=O)N/N=C\c2cn(C)nc2C)c1 | 1% | -9 | 3 | 2% | -9% | 2 | u | 9% | 10 | -3% | -0.4%
CCOC(=O)C1CCCN(c2c(Nc3ccc(OCC)cc3)c(=O)c2=O)C1 (stereo not given) | 2% | 20 | 1 | 4% | 2% | 2 | 5 | 0% | 0 | 10% | 0.1%
COc1cc(NC(=O)CCc2c(C)nc3nc(C)nn3c2C)cc(OC)c1 | 1% | -11 | -2 | 2% | -3% | -1 | -2 | 22% | 4 | -5% | 0.0%
O=C(CSc1nc(-c2ccccc2Cl)ns1)NCc1ccco1 | 1% | -17 | 4 | -1% | -4% | 8 | -2 | 5% | 3 | -2% | -0.2%
O=C(Nc1ccc(NC(=O)C2CC2)nc1)c1cccs1 | 4% | 10 | -11 | 0% | 9% | -1 | -10 | 24% | -7 | 0% | -1.7%
Cn1c(SCc2ccc(F)cc2Cl)nc2ccccc2c1=O | x | 24 | x | 3% | x | -1 | -9 | x | -7 | x | -0.1%
CN=C(Nc1cc(C)nn1-c1ccccc1)c1ccccc1 | 2% | -3 | 0 | 1% | 16% | -5 | 2 | 10% | 4 | 2% | 0.2%

An excerpt; rates above refer to the full screens.
